Screens: PubChem, several laboratories
PfHsp40 yeast = compounds rescuing yeast from Plasmodium falciparum HSP40 toxicity. S. cerevisiae expressing PfHsp40, growth rescue, ATP luminescence. growth rescue, % at 12.5 µM. hit rate 0.68% among 340,000. AID 504582; in the data active = growth rescue above about 28%, passing the limit was not always enough; inconclusive = no clear call, values can overlap the other calls;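 also: yeast W303a lacking pdr1 and pdr3 grown in galactose medium; growth measured after three days at 30 °C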
UGM FP inh = blocks M. tuberculosis UGM enzyme. P9WIQ1. purified UGM, fluorescence polarization probe displacement. inhibition, % at 10 µM. hit rate 0.06% among 320,000; in the data active = inhibition above about 10%, passing the limit was not always enough; inconclusive = no clear call, values can overlap the other calls
Target sequence (P9WIQ1 whole entry, looked up): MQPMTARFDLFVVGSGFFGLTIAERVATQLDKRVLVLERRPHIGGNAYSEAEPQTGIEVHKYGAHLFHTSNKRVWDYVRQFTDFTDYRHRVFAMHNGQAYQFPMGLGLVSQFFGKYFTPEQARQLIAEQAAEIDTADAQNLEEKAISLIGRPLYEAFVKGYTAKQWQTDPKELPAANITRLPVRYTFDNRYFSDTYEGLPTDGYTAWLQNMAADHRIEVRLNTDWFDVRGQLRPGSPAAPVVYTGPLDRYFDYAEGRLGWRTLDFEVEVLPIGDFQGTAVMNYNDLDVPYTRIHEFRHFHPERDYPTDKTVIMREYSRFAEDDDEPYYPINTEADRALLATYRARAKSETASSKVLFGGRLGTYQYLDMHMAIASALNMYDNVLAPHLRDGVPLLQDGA
GDH-TPI inh = counter-screen for M. tuberculosis FBA inhibitors: GDH-TPI coupled enzymes. AID 588335. hit rate 1.2% among 360,000. GDH-TPI coupled enzyme counterscreen, NADH absorbance. inhibition, % at 4.8 µM; in the data active = inhibition above about 30%;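 also: 0% = DMSO wells and 100% = wells lacking the enzyme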
BioA inh = inhibitors of Mycobacterium tuberculosis BioA enzyme | purified M. tuberculosis BioA enzyme, plate reader | inhibition, % at 9.99 µM | hit rate 0.096% among 360,000 | AID 602481; in the data active = inhibition above about 40%; inconclusive = no clear call, values can overlap the other calls
Anthrax LF prot = blocks Bacillus anthracis lethal factor protease | P15917 | multiplex microsphere protease cleavage assay, LF | inhibition, % at 10 µM | hit rate 0.12% among 360,000; also: plate controls were buffer without enzyme for full effect and enzyme alone for no effect
FadD28 FP inh = M. tuberculosis FadD28 bisubstrate binding inhibition | FadD28 bisubstrate probe binding, fluorescence polarization | hit rate 0.22% among 360,000 | inhibition, % at 12.5 µM; in the data active = inhibition above about 8.5%, passing the limit was not always enough; inconclusive = no clear call, values can overlap the other calls
BoNT F protease = inhibitors of Botulinum neurotoxin F light chain protease | Multiplex microsphere protease cleavage assay, flow cytometry | inhibition, % at 10 µM | hit rate 0.22% among 360,000; in the data active = inhibition above about 35%, passing the limit was not always enough; inconclusive = no clear call, values can overlap the other calls; also: plate controls were buffer without enzyme for full effect and enzyme alone for no effect
FBA Mtb inh = inhibitors of M. tuberculosis fructose-bisphosphate aldolase. P9WQA3. purified M. tuberculosis FBA, fluorescence read-out. inhibition, % at 1 µM. hit rate 2.3% among 360,000. AID 588726; in the data active = inhibition above about 27%;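 also: 0% = vehicle and 100% = reference inhibitor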
Target sequence (P9WQA3 whole entry, looked up): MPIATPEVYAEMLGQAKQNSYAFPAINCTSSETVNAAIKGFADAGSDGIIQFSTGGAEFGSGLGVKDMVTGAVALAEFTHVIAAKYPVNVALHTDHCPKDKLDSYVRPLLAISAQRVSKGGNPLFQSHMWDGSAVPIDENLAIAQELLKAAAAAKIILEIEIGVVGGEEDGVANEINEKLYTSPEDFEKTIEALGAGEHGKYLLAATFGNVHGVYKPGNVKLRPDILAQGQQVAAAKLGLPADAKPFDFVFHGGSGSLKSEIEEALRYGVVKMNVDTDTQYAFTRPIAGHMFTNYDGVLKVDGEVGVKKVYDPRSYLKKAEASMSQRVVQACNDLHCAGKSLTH
BoNT-A LC inh2 = BoNT A light chain protease inhibition; multiplex microsphere protease substrate cleavage, flow cytometry; inhibition, % at 10 µM; hit rate 0.17% among 360,000; also: plate controls were buffer without enzyme for full effect and enzyme alone for no effect
An asterisk follows results filed as active; ? = inconclusive; . = no result given; & = joins results of further samples. Rule as the data show it, unless noted: active = inhibition above about 30%; inconclusive = no clear call, values can overlap the other calls; inactive = below that.

Order of results – PfHsp40 yeast	UGM FP inh	GDH-TPI inh	BioA inh	Anthrax LF prot	FadD28 FP inh	BoNT F protease	FBA Mtb inh	BoNT-A LC inh2
- O=C1CCc2cc(S(=O)(=O)N3CCN(c4ccccc4)CC3)cc3c2N1CCC3
 : 0.9	-0.1	2	-1.0	-2	-3.3	2	-1	0.9
- CC(=O)Nc1cc(-c2cccc(NS(C)(=O)=O)c2)cn2c(-c3ccc(F)c(Cl)c3)cnc12
 : .	.	8	1.1	-4	-9.7	1	4	0.4
- Cc1ccc(N(C(=O)CNC(=O)c2ccco2)C(C(=O)NCC2CCCO2)c2ccccc2)cc1 (stereo unspecified)
 : 0.8	1.9	0	-0.7	-1	-2.8	3	4	0.8
- CN1CCC(=O)N([C@H](CC#N)c2ccccc2)CC1
 : -0.1	-2.4	12	-1.3	2	-0.8	2	3	0.0
- Cc1cccc(N2CCN(C(=O)c3ccncc3)CC2C)c1 (stereo unspecified)
 : 1.6	2.4	-8	.	-1	-3.0	7	-2	1.3
- O=P(O)(O)c1ccccc1OCCOCCOCCOCCOc1ccccc1P(=O)(O)O
 : 0.5	2.0	2	-1.1	2	0.0	-5	2	-1.6
- CCCNC(=O)N(C)C[C@H]1Oc2ncc(C#CCc3ccccc3)cc2C(=O)N([C@H](C)CO)C[C@H]1C
 : .	.	0	-4.9&-1.2	4	-4.8	12	-1	0.5
- CC(=O)NC(CC(=O)Nc1nccs1)c1ccccc1 (stereo unspecified)
 : 1.4	-0.3	9	3.1	0	-1.5	-2	6	-1.0
- CN(C)CCCCNCCCNC(=O)/C=N\O
 : -2.1	-1.3	15	0.0	1	0.0	0	3	1.7
- COc1ccccc1C(=O)NNC(=O)C(=O)NC(C)C
 : 0.5	-0.9	7	.	-8	-1.7	10	4	-0.7
- O=C(CN1CCN(C(=O)c2ccccc2)CC1)Nc1ccc(Cl)cc1F
 : -0.1	0.4	13	2.7	0	-1.3	-10	-1	-3.1
- CCCn1c(O)c(CN2CCCC(C)C2)c(C)c(C#N)c1=O (stereo unspecified)
 : 0.7	1.0	8	-3.1	1	1.1	-26	2	-2.5
- COc1ccccc1N1CCN(C(=O)/C=C/c2c(Cl)nc3ccccn23)CC1
 : 1.4	3.9	47*	.	0	-1.0	0	0	0.2
- CCCCCCNC(=O)OC12CN(C(=O)OC(C)C)N(C(=O)OC(C)C)CC1(O)CN(S(=O)(=O)c1ccc(C)cc1)C2 (stereo unspecified)
 : .	.	3	-1.6	-5	-2.6	-2	-2	-0.1
- CC1CC(=O)Nc2ccccc2N1C(=O)Nc1ccc(F)cc1 (stereo unspecified)
 : 0.4	1.5	19	-1.6	.	-1.8	.	5	.
- COCCCNC(=O)c1ccc(CS(=O)(=O)c2ccc(Br)cc2)o1
 : 0.2	-0.6	-1	-0.6	-4	0.8	-11	4	-0.1
- COc1ccc(C(=O)/C=C2/c3ccccc3CC(C)(C)N2C)cc1OC
 : 0.7	-2.6	3	1.1	0	0.9	-3	-1	-0.1
- Cc1cc(NC(=O)c2ccccc2Cl)c(C(C)C)cc1O
 : 0.7	-0.7	10	-5.1	4	-0.4	6	2	0.7
- O=C(/C=C/c1ccc2c(c1)OCO2)Nc1nc2ccc(F)cc2s1
 : -0.5	5.2	-4	.	-2	-1.2	-2	4	-0.8
- Cc1ccc2cc(/C=N/NC(=O)CN3CCOCC3)c(Cl)nc2c1
 : 0.4	3.1	24	-0.1	-3	-11	1	0	0.4
- O=C1CCCC(=O)N1c1ccc(F)cc1
 : -0.5	-3.4	-4	-1.4	0	.	-51	4	-5.5
- CC1CCc2sc3ncnc(N4CCOCC4)c3c2C1 (stereo unspecified)
 : 5.4	1.1	12	.	3	0.9	1	4	0.1
- Cc1c(-c2ccc(Br)cc2)[n+](=O)c2c(n1[O-])CCCCC2
 : 0.8	3.2	-5	0.7	.	-1.5	.	1	.
- O=C(COc1ccc2ccccc2c1)N/N=C/c1ccccn1
 : 3.8	4.0	-2	0.9	1	-2.8	4	0	-1.3
- Cc1ccc(S(=O)(=O)NC(=O)Nc2cc(C)ccc2F)cc1
 : -0.4	0.0	8	0.1	-1	-2.7	6	0	-0.1
- COc1ccc([C@H]2N[C@]3(CCCN(Cc4ccc(F)cc4)C3=O)[C@H]3C(=O)N(Cc4ccccc4)C(=O)[C@@H]23)cc1
 : .	.	13	0.8	-3	0.1	-12	-1	-0.8
- CC(C)N(c1nnc(N)s1)C(C)C
 : -1.9	3.0	-5	.	-2	-2.2	-5	-7	0.0
- CCCCn1c(SCC(=O)Nc2cc(C)on2)nc2ccsc2c1=O
 : -1.3	-0.6	-4	0.3	-8	-3.8	5	0	0.1
- Cc1ccccc1NC(=S)N1CCCC(c2nc3ccccc3[nH]2)C1 (stereo unspecified)
 : -0.5	-3.1	-2	11	2	-2.3	1	-2	-0.4
- COc1cc(OC)cc(C(=O)N/N=C/c2ccc(OC)c(COc3ccc(F)cc3)c2)c1
 : 0.3	-0.9	17	-1.4	1	-3.7	6	-1	-0.8
- Cc1cc(C)cc(SCc2noc(C(=O)NC(C)C)c2C(=O)O)c1
 : -1.6	1.0	-2	-1.6	1	-4.1	4	1	-0.4
- O=C(CNC(=O)c1ccccc1F)NCCc1ccc(Cl)cc1
 : -0.6	-0.4	-2	-1.5	-1	-0.9	-8	1	-4.3
- CCN1CCN(C(c2cccs2)C(C)NC(=O)C(=O)N2CCCCC2)CC1 (stereo unspecified)
 : 1.3	-1.3	2	-1.1	-1	-1.5	-9	-3	-2.5
- COc1ccc(S(=O)(=O)NCCS(=O)(=O)N2CCN(c3ccccc3)CC2)cc1
 : -0.8	1.6	15	-2.5	-3	-0.7	10	4	0.3
- CC(=O)Nc1ccc(S(=O)(=O)N2CCN=C2SCc2ccccc2C)cc1
 : -3.0	1.6	0	10	-2	0.2	8	3	4.1
- Cc1onc(-c2ccccc2)c1CNC(=O)Nc1ccc(F)cc1F
 : -0.9	2.1	5	.	-12	-2.4	?	0	-2.6
- CCOc1ccc(-n2c(SCC(=O)NCc3ccco3)nc3c(c2=O)SCC3)cc1
 : -1.4	-0.8	19	1.6	2	-2.4	1	-2	-1.7
- COc1cc(OC)cc(C(=O)NCC(=O)N2CCCCCCC2)c1
 : -0.2	0.7	-5	-0.7	1	-5.9	-5	-1	0.1
- Cc1nc(SCC(=O)c2cccc([N+](=O)[O-])c2)n[nH]1
 : 1.0	0.0	3	.	0	-2.9	2	3	0.0
- Fc1ccc(OCCCCN2CCOCC2)cc1
 : 0.1	-2.2	-9	.	-3	-0.3	-3	-3	-0.7
- O=C(COC(=O)c1ccccc1Nc1ccccc1)c1ccccc1
 : 0.3	-0.3	21	-2.1	0	1.4	-16	0	-0.1
- O=C(O)c1cccc(Nc2ncnc3c2cnn3-c2ccccc2)c1
 : 0.2	-2.4	6	-0.4	-4	-7.6	-6	-3	0.1
- O=C1CC(N2CC2)C(=O)N1c1ccccc1 (stereo unspecified)
 : .	.	-11	-1.2	0	-2.9	-6	4	-0.6
- NS(=O)(=O)c1ccc(NC(=O)c2cccc(Cl)c2)cc1
 : -1.1	1.3	5	.	.	-1.2	.	3	.
- O=c1c2ccccc2nc(SCc2ccncc2)n1CC1CCCO1 (stereo unspecified)
 : -0.1	-0.2	12	.	4	-0.3	-7	-1	0.1

A draw from above in order of length of the SMILES, lowest first.
Order of results – PfHsp40 yeast	UGM FP inh	GDH-TPI inh	BioA inh	Anthrax LF prot	FadD28 FP inh	BoNT F protease	FBA Mtb inh	BoNT-A LC inh2
- COc1cc(OC)cc(C(=O)NCC(=O)N2CCCCCCC2)c1
 : -0.2	0.7	-5	-0.7	1	-5.9	-5	-1	0.1
- Cc1nc(SCC(=O)c2cccc([N+](=O)[O-])c2)n[nH]1
 : 1.0	0.0	3	.	0	-2.9	2	3	0.0
- CCN1CCN(C(c2cccs2)C(C)NC(=O)C(=O)N2CCCCC2)CC1 (stereo unspecified)
 : 1.3	-1.3	2	-1.1	-1	-1.5	-9	-3	-2.5

The main list resumes with the 4 entries that preceded the break.
Order of results – PfHsp40 yeast	UGM FP inh	GDH-TPI inh	BioA inh	Anthrax LF prot	FadD28 FP inh	BoNT F protease	FBA Mtb inh	BoNT-A LC inh2
- O=C(O)c1cccc(Nc2ncnc3c2cnn3-c2ccccc2)c1
 : 0.2	-2.4	6	-0.4	-4	-7.6	-6	-3	0.1
- O=C1CC(N2CC2)C(=O)N1c1ccccc1 (stereo unspecified)
 : .	.	-11	-1.2	0	-2.9	-6	4	-0.6
- NS(=O)(=O)c1ccc(NC(=O)c2cccc(Cl)c2)cc1
 : -1.1	1.3	5	.	.	-1.2	.	3	.
- O=c1c2ccccc2nc(SCc2ccncc2)n1CC1CCCO1 (stereo unspecified)
 : -0.1	-0.2	12	.	4	-0.3	-7	-1	0.1
- O=C(c1ccc2[nH]c(=O)c(=O)[nH]c2c1)N1CCc2ccccc2C1
 : -0.8	-3.4	5	2.0	-4	-3.8	2	16	1.0
- Cn1c(=O)cc(OCC(=O)Nc2ccccn2)c2ccccc21
 : 1.2	-0.6	8	-2.6	0	-2.4	2	-6	0.6
- CCN1CCN(C(=O)c2cccc(OC3CCN(S(C)(=O)=O)CC3)c2)[C@@H](C)C1=O
 : -1.5	1.0	-7	0.0	6	-2.1	1	1	3.8
- Cc1cc(Br)ccc1SCC(=O)OCC(=O)Nc1ccc2[nH]c(=O)[nH]c2c1
 : 4.0	-1.1	-5	0.4	36*	-1.6	62*	0	11
- O=C(Oc1cccc(/C=N/Nc2nc(N3CCOCC3)nc(N3CCOCC3)n2)c1)c1ccco1
 : 0.7	-1.6	11	1.6	-2	1.0	-24	3	-0.8
- COc1cc(C(O)c2nc(-c3cnn(C)c3)cs2)ccc1F (stereo unspecified)
 : .	.	7	1.5	-9	-2.6	0	-2	-0.6
- CN(C)/C=N/S(=O)(=O)c1cccn1-c1ncc(C(F)(F)F)cc1Cl
 : 1.0	0.8	-5	.	0	-4.1	0	-3	-0.1
- O=C(Nc1ccc(F)cc1)c1cc(Cl)sc1Cl
 : -0.8	1.6	-2	.	-2	-5.6	-8	-3	0.4
- Cc1cccc(C)c1NC(=S)Nc1ccc(Cl)c(Cl)c1
 : -0.5	-1.2	-2	7.3	-2	-2.6	-4	-1	-0.3
- CC(C)(C)OC(=O)N1CCC(C(=O)N[C@@H](Cc2ccccc2)C(=O)O)CC1
 : -0.5	5.1	0	-1.3	2	-2.1	0	0	-0.2
- Cc1ccc(NC(=O)c2ccccc2-c2ccc(C(F)(F)F)cc2)cc1S(=O)(=O)N1CCOCC1
 : ?	-0.8	1	0.7	2	-9.4	6	-1	0.4
